Compound activity (PubChem BioAssay)
TRHR PAM: qHTS for Small Molecule Agonists and Allosteric Enhancers of Human TRH Receptor: Primary Screen for Enhancers. Thyrotropin-releasing hormone receptor (Homo sapiens), P34981. TRHR cells, fluo-8 calcium fluorescence, EC20 TRH enhancement. enhancement, % at 2 µM. 360,000 compounds, 0.66% hits; in the data active = enhancement above about 30%; also: 0% is about no effect
Target sequence (P34981 whole entry, looked up): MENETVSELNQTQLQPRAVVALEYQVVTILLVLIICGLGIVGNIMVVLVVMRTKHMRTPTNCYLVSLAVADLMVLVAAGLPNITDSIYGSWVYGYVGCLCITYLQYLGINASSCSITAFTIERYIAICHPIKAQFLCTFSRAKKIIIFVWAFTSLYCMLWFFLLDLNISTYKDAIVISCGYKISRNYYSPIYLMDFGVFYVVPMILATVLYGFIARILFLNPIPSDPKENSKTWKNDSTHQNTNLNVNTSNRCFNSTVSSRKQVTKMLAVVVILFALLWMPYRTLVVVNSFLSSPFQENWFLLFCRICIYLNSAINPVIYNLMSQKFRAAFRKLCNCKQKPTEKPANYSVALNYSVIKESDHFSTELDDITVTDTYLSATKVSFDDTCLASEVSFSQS
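Enhancer read-out: after compound pinning and an initial kinetic agonist-mode read, an EC20 of TRH (10 nM final) was injected and fluo-8 calcium signal (Ex 480/Em 530) followed at 1 s/cycle for 100 cycles in TRHR-expressing cells.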
D1 antagonist: Antagonist of Human D 1 Dopamine Receptor: qHTS | activity change, negative = inhibition, % at 10 µM | AID 504652, 2011 | 360,000 compounds, 3.2% hits | HEK293 TREx D1 cells, calcium flux, dopamine EC80; active compounds read low; in the data active = activity change below about -30%; also: % is scaled to controls: 0 for no effect and ±100 for the full control effect
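Compound effects on dopamine-evoked calcium signalling were measured in tetracycline-induced HEK293 Trex D1 cells. Dopamine at EC80 followed a 180 s compound pre-read, and fluorescence was tracked kinetically for 180 s more.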
TRHR agonist: qHTS for Small Molecule Agonists and Allosteric Enhancers of Human TRH Receptor: Primary Screen for Agonists. Thyrotropin-releasing hormone receptor (Homo sapiens), P34981. TRHR cells, calcium flux fluo-8, FDSS agonist mode. activation, % at 2 µM. 360,000 compounds, 0.18% hits; also: 0% is about no effect
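In this calcium-flux screen, cells bearing human TRHR are dye-loaded with fluo-8, baselined for 10 cycles, then exposed to library compounds; positive kinetic calcium responses during the agonist phase mark hits, with TRH as control.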
D2 PAM: HTS Assay for Positive Allosteric Modulators of the Human D2 Dopamine Receptor: Primary Screen for Potentiators; D(2) dopamine receptor (Homo sapiens), P14416; HEK293 T-REx D2, calcium flux, EC20 dopamine potentiation; potentiation, % at 10 µM; 340,000 compounds, 0.34% hits; AID 485347, 2010;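 active = potentiation over 3 SD above the plate norm, cut at about 30% in these data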; also: 0% is about no effect
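Calcium flux readout, no-wash dye, 1 read/s. Inducible HEK293 Trex D2 line, overnight 30 C. Compound alone 180 s (agonist flags), then EC20 dopamine, another 180 s to score potentiation.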
D1 agonist: Allosteric Agonists of the Human D1 Dopamine Receptor: qHTS. 360,000 compounds, 1% hits. D(1A) dopamine receptor (Homo sapiens), P21728. HEK293 T-REx D1 cells, calcium flux, agonist mode. activation, % at 2 µM; also: 0% is about no effect
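Tetracycline-induced HEK293 TREx D1 cells, force-coupled to calcium signalling, were dye-loaded with a no-wash calcium kit. Compound was pin-added after a 10 s baseline. Fluorescence was read kinetically at 1 cycle/s for 180 s, with calcium rises flagged as agonism.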
RXFP1 antagonist: qHTS Assay for Antagonists of the Relaxin Receptor RXFP1. activity change, negative = inhibition, % at 57.5 µM. HEK293-RXFP1, relaxin-stimulated cAMP HTRF, 30 min; active compounds read low. Relaxin receptor 1 (Homo sapiens), Q9HBX9. 350,000 compounds, 0.59% hits;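 active = activity change of -60% or lower, but not beyond a set lower limit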; also: % is scaled to controls: 0 for no effect and ±100 for the full control effect
D2 ag: HTS Assay for Allosteric Agonists of the Human D2 Dopamine Receptor: Primary Screen for Agonists; D(2) dopamine receptor (Homo sapiens), P14416; HEK293 T-REx D2 cells, calcium flux agonist mode; activation, % at 2 µM; 340,000 compounds, 0.53% hits;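 active = activation over 3 SD above normal in the single-dose calcium agonist read, cut at about 30% in these data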; also: 0% is about no effect
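HEK293 Trex D2 cells, tetracycline-induced, o/n 30 C 5% CO2; no-wash Ca dye, RT 30–90 min; 10-cycle baseline, 23 nl cpd added, kinetic Ca read 180 s; agonist hits = positive Ca response.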
D2 antagonist: HTS Assay for Allosteric Antagonists of the Human D2 Dopamine Receptor: Primary Screen for Antagonists. inhibition, % at 10 µM. 340,000 compounds, 2% hits. HEK293 TREx D2 cells, calcium flux, dopamine EC80. AID 485344, 2010. D(2) dopamine receptor (Homo sapiens), P14416; in the data active = inhibition above about 30%; also: 0% is about no effect
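Read-out: kinetic calcium fluorescence (1 cycle/s) in inducible HEK293 T-REx D2 cells after an EC80 dopamine addition that followed 180 s compound preincubation. Loss of the dopamine response indicates antagonism.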
D1 PAM: Potentiators of Human D1 Dopamine Receptor: qHTS; AID 504651, 2011; HEK293 TREx D1 cells, calcium flux, dopamine EC20 potentiation; 360,000 compounds, 0.036% hits; potentiation, % at 10 µM; in the data active = potentiation above about 30%; also: 0% is about no effect
Starred values were filed as active, the others as inactive; / = not tested or not shown; & = joins results of further samples. Rule as the data show it, unless noted: active = activation above about 30%; inactive = the rest.

# | canonical_smiles | TRHR PAM | D1 antagonist | TRHR agonist | D2 PAM | D1 agonist | RXFP1 antagonist | D2 ag | D2 antagonist | D1 PAM
1 | O=C(NCCc1ccc(Cl)cc1)C1CCN(S(=O)(=O)c2cccc3nonc23)CC1 | 11 | -9 | 0.1 | 5 | 5 | 5 | -0.4 | 13 | 2
2 | COc1ccc(Br)cc1/C=N/NC(=O)Cn1nnnc1N | 17 | 3 | 1.1 | / | 0 | -24 | / | / | 0
3 | O=c1ccn(-c2ccccc2)[nH]1 | 0 | 5 | 0.9 | -14 | 1 | -5 | 0.4 | 2 | -2
4 | O=C(CSc1nc(-c2ccc(F)cc2)nc2ccc(F)cc12)Nc1cccc(C(=O)O)c1 | -13 | 23 | 0.1 | -10 | 0 | -3 | 2.1 | 2 | -5
5 | Cc1[nH]c2ccccc2c1C(c1ccccn1)N1CCC(C)CC1 (configuration not stated) | 0 | 4 | 0.4 | 3 | 1 | -8 | 0.9 | -18 | -8
6 | O=C(CCc1nnc(CCCCc2ccccc2)o1)NCCC1CCCCO1 (configuration not stated) | 11 | -2 | -0.1 | 5 | 3 | -4 | 0.6 | -7 | -5
7 | CCc1ccc(OCC(=O)NC(NC(=S)Nc2ccccc2)C(Cl)(Cl)Cl)cc1 (configuration not stated) | 2 | -8 | 1.3 | -4 | 7 | -13 | 0.1 | 1 | -4
8 | Cc1cccc2c1N(CCOc1ccccc1)C(=O)C2=O | 1 | 4 | 4.2 | -1 | 0 | -16 | -1.9 | -3 | -1
9 | Cc1ccc2sc(N(Cc3cccnc3)C(=O)CCOc3ccccc3)nc2c1C | -2 | / | 1.2 | -2 | 2 | -28 | / | / | -1
10 | CCC(C)NC(=O)Cc1c(C)c2cc3c(cc2oc1=O)OC(C)(C)CC3 (configuration not stated) | 0 | -6 | -1.4 | 6 | 3 | 11 | -0.5 | 9 | 0
11 | CC(=O)Nc1cccc(C(=O)OCC(=O)NCc2cc(C)c(O)c(C)c2)c1 | 3 | -20 | -0.1 | 9 | 3 | -6 | 1.3 | -24 | -2
12 | COC(=O)c1cc(C(=O)OCC(=O)NNC(=O)c2cccs2)cc([N+](=O)[O-])c1 | 1 | -7 | 0.0 | -10 | 1 | -22 | 0.1 | -6 | -2
13 | CCN(CC)c1ccc(NC(=O)COC(=O)CSc2ccc(Br)cc2C)cc1 | 6 | -9 | -0.2 | 12 | 0 | -13 | -0.4 | 2 | 1
14 | N/C(=N\OC(=O)CCC1CCCC1)c1cccc([N+](=O)[O-])c1 | -7 | 2 | 0.5 | / | 1 | -23 | / | / | -3
15 | O=C(COC(=O)c1ccccc1NS(=O)(=O)c1ccc(Cl)cc1)NCc1ccccc1 | -4 | -7 | 0.1 | 4 | 17 | 5 | / | / | -2
16 | O=C(NCc1ccc(F)cc1)c1cccc(NC2=NC3CS(=O)(=O)CC3S2)c1 (configuration not stated) | -3 | 23 | 0.3 | 3 | 8 | -11 | 1.0 | 16 | -15
17 | CCN(Cc1ccccc1)c1c(C(=O)O)cnc2c1cnn2C | -2 | -24 | -0.8 | 1 | 1 | -1 | 0.2 | -6 | -4
18 | C=CCc1ccccc1OCC(O)CN1CCN(Cc2ccc3c(c2)OCO3)CC1 (configuration not stated) | -2&-6 | -71* | -1.1&0.2 | -24 | 14&11 | -4&-6 | 0.6&2.1 | 64* | -10&-13
19 | COc1cc(NC2c3ccccc3C(=O)N2Cc2ccc3c(c2)OCO3)cc(OC)c1 (configuration not stated) | 1 | -20 | -1.2 | 2 | -1 | -15 | 0.1 | -16 | -8
20 | Cc1cc(NS(=O)(=O)c2ccccc2)cc(Cl)c1O | 6 | -20 | -0.5 | 6 | 15 | 6 | 0.5 | -5 | -3
21 | O=C1CCc2cc(S(=O)(=O)NCc3ccc(F)cc3)cc3c2N1CC3 | 18&2 | -10&-2 | 0.1&-1.6 | 4&4 | 2&2 | 1 | 0.0&0.5 | 16 | -2&0
22 | CCCCn1c(N)c(N(CCOC)C(=O)C2CC(=O)N(Cc3ccc(C)cc3)C2)c(=O)[nH]c1=O (configuration not stated) | -2 | -2 | -0.3 | 5 | 2 | 0 | 2.2 | -2 | 0
23 | CCN(CC)c1ccc(/C=C(/C#N)C(=O)NC(C)C)o1 | 0 | -7 | 20 | -7 | 57* | -12 | 9.5 | 9 | -4
24 | Cc1noc(C)c1S(=O)(=O)N(CC(=O)NC1CCC(C)CC1)c1ccc(C(C)C)cc1 (configuration not stated) | -14 | 4 | 0.4 | -10 | 5 | -18 | -2.3 | 16 | -5
25 | COc1ccc(C(=O)NCC(c2cccnc2)N2CCN(c3ccc(F)cc3)CC2)cc1OC (configuration not stated) | 6 | 5 | -0.6 | 3 | 1 | 2 | 0.6 | 3 | 0
26 | COCCNC(=O)c1ccccc1NC(=O)Cc1ccccc1[N+](=O)[O-] | 4 | -5 | -1.7 | 18 | 3 | 5 | 0.6 | 8 | -1

4 records drawn at random from the list so far:
# | canonical_smiles | TRHR PAM | D1 antagonist | TRHR agonist | D2 PAM | D1 agonist | RXFP1 antagonist | D2 ag | D2 antagonist | D1 PAM
7 | CCc1ccc(OCC(=O)NC(NC(=S)Nc2ccccc2)C(Cl)(Cl)Cl)cc1 (configuration not stated) | 2 | -8 | 1.3 | -4 | 7 | -13 | 0.1 | 1 | -4
23 | CCN(CC)c1ccc(/C=C(/C#N)C(=O)NC(C)C)o1 | 0 | -7 | 20 | -7 | 57* | -12 | 9.5 | 9 | -4
14 | N/C(=N\OC(=O)CCC1CCCC1)c1cccc([N+](=O)[O-])c1 | -7 | 2 | 0.5 | / | 1 | -23 | / | / | -3
9 | Cc1ccc2sc(N(Cc3cccnc3)C(=O)CCOc3ccccc3)nc2c1C | -2 | / | 1.2 | -2 | 2 | -28 | / | / | -1

Individual results from the results shown.
D2 antagonist with compound 19 reads -16
D2 antagonist with compound 13 reads 2
D2 antagonist with compound 18 reads 64*

D1 agonist, hit marks shown above
no.	molecule	TRHR PAM	D1 antagonist	TRHR agonist	D2 PAM	D1 agonist	RXFP1 antagonist	D2 antagonist	D1 PAM
23	CCN(CC)c1ccc(/C=C(/C#N)C(=O)NC(C)C)o1	0	-7	20	-7	57*	-12	9	-4
